TbPYK inhibitor: inhibitors of Trypanosoma brucei pyruvate kinase. Q57TT1. TbPYK enzyme, Kinase-Glo Plus ATP luminescence, 45 min. Potency, µM (highest dose often 76.8 µM), for inactives: at the top dose activity, negative = inhibition, usual class: inhibitors. 0.12% of 410,000 active. AID 624173; further: nearly all actives have a fitted effect of over 50% in size
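T. brucei PYK with substrate was exposed to pin-transferred compounds across a concentration series, then started with 130 uM ADP (final). After 45 min at room temperature, Kinase-Glo Plus luminescence was read, normalized and curve-fitted.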
Sm TGR block: blocks Schistosoma mansoni thioredoxin glutathione reductase; Q962Y6; purified TGR, DTNB reduction, TNB absorbance 405 nm; Potency, µM (highest dose often 114 µM), inactives show at the highest dose activity change, negative = inhibition, usual class: inhibitors; 3% of 360,000 active; AID 485364; further: nearly all actives have a fitted effect of over 60% in size
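TGR 20 nM + NADPH 100 uM (dispensed conc.), cpd preinc 15 min RT; start with NADPH (500 uM addition) then DTNB (15 mM addition). Kinetic TNB absorbance, 405 nm filter. Four-parameter Hill fit across titration.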
Pf growth 48h: inhibits P. falciparum growth in the first generation, 48 h | P. falciparum luciferase growth in erythrocytes, 48 h | Potency, µM (top dose mostly 28.7 µM), for inactives: at the highest dose activity change, negative = inhibition, hits mostly inhibitors | 5.9% of 310,000 active
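Cell-based growth assay: transgenic P. falciparum expressing firefly luciferase, cultured in red cells within RPMI 1640 containing 0.5% w/v Albumax, 24 mM bicarbonate and gentamycin. A drop in luciferase activity indicates inhibition.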
HCV inh: inhibitors of hepatitis C virus infection; Huh7.5.1 HCVcc-Cre infection, luciferase reporter, 44 h; Potency, µM (doses to about 41.8 µM), inactives show at the top dose activity change, negative = inhibition, most hits filed as inhibitors; 3.4% of 340,000 active
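After 44 h co-culture of compound, cells and HCVcc-Cre (~0.5 moi), substrate is added for 15 min at room temperature and luciferase measured over 15 sec. Cells were seeded at 1,000/well and pre-cultured 4 h.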
LmPK inhibitor: blocks Leishmania mexicana pyruvate kinase activity; Potency, µM (titrated, usually from 57.5 µM), without a hit: top-dose activity change, negative = inhibition, usual class: inhibitors; Q27686; 0.37% of 290,000 active; purified LmPK, Kinase-Glo ATP luminescence, 1 h
Target sequence (Q27686 whole entry, looked up): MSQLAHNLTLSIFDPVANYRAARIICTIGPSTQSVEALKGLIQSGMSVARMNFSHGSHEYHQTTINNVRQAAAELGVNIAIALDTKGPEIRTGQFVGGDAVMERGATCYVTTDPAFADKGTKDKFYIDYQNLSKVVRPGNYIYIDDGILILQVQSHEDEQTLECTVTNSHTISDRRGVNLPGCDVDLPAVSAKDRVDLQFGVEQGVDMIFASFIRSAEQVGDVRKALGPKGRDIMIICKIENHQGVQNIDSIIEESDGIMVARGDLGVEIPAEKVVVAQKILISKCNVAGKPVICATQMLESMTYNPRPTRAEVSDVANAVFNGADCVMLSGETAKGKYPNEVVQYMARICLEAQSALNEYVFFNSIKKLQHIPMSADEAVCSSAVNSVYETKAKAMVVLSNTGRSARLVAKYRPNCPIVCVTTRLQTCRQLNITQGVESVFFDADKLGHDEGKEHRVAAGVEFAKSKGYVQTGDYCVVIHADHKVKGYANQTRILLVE
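Purified LmPK (0.1 nM) converted ADP (0.1 mM) to ATP with PEP (0.5 mM) in imidazole buffer pH 7.2 with KCl and MgCl2, 1 h at room temperature. ATP was read by Kinase-Glo luminescence; data normalized to uninhibited and no-enzyme controls.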
Pf growth 96h: inhibits malaria parasite growth, 96 h. P. falciparum luciferase reporter growth, 96 h. Potency, µM (highest dose often 28.7 µM), for the others: top-dose activity change, negative = inhibition, most hits filed as inhibitors. 6.9% of 320,000 active. AID 504834
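96 h incubation, 37 C, 5% CO2, of luciferase-reporter P. falciparum-infected RBCs (2% hematocrit, 0.05% parasitemia final) with test compounds; endpoint luminescence.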
* hit, by the source's call; ? = inconclusive; . = not tested or not shown; & = joins results of further samples; [ ] = remark or other dose. The call rests on the fitted dose curve; in most records, active means well fitted curve in the direction sought with a large enough effect; inconclusive means small, poorly fitted or top-dose-only effect, or another doubt; inactive means no such curve, though single readings can be large; an effect the other way counts as inactive or inconclusive. On the % scale 0 is the no-effect control and ±100 the full control effect; potency means the concentration at half of the fitted maximal effect.

Values run as follows: Pf growth 96h, LmPK inhibitor, Pf growth 48h, TbPYK inhibitor, HCV inh, Sm TGR block
> O=C(CNC(c1ccccc1)c1ccccc1)Nc1cc([N+](=O)[O-])ccc1Cl
    13.1µM*, 7.6%, ?, -1.1%, -19.4%, 0.8%
> Cc1ccc(CNS(=O)(=O)c2ccc(-c3cnc(C4CC4)o3)cc2)cc1
    ?, -2.9%, 17.4%, 4.1%&-5.1%, -9.3%, 3.4%&-1.1%
> CCOc1ccc(/C(O)=C2/C(=O)C(=O)N(Cc3cccnc3)C2c2ccc(N(C)C)cc2)c(C)c1 (centres undefined)
    ?, 3.1%, 7.6%, -15.7%, 3.9%, 1.2%
> COc1ccccc1CC(NC(C)=O)C(=O)NC1CCN(C(=O)c2ccc(C)cc2)CC1 (centres undefined)
    ?, 12.0%, 11.3%, -0.8%, 8.3%, -2.0%
> O=C(C[n+]1cccc(/C=N/O)c1)N1CCCc2ccccc21
    48.4%[activator], 0.1%, ?, 2.4%, 2.0%, -1.2%
> CCOC(=O)C1CCN(c2c(-c3ccccc3)c3cc(Cl)ccc3[nH]c2=O)CC1
    11.1%, 0.6%, 4.2%, -0.8%, 17.5%, 5.4%
> COc1cc(NS(=O)(=O)c2ccc(Cl)cc2)c(C(=O)O)cc1OC
    ?, 0.2%, 4.4%, 0.1%, 2.7%, 0.0%
> CC(=O)NC(CCS(C)(=O)=O)C(=O)Nc1ccccc1Cl (centres undefined)
    76.1%[activator], -4.7%, 4.7%, 6.0%, 4.0%, 4.1%
> Cc1ccc(S(=O)(=O)NC(=O)c2cc(C)n(C3CC3)c2C)cc1
    18.3%, 5.9%, 7.2%, -8.1%, 6.9%, 1.2%
> CCOc1cc(S(=O)(=O)N(Cc2ccccc2)Cc2ccccc2)c(OCC)cc1-n1cnnn1
    6.57µM*, -2.0%, ?, 3.3%, ., -16.5%
> COc1ccc(-n2c(Cc3cccn3C)nnc2SCC(=O)Nc2ccccc2F)cc1
    ?, 0.8%, ?, -19.1%, -28.3%, -25.4%
> Cc1ccc2nc(/C(C#N)=C\c3cc(C)n(-c4cccc([N+](=O)[O-])c4)c3C)[nH]c2c1
    3.29µM*, 0.1%, ., -5.7%, 2.24µM*, -13.5%
> Cc1csc(NC(=O)CSC2=NS(=O)(=O)c3cc(F)ccc3N2)n1
    46.0%[activator], ., 8.3%, -7.9%, 1.7%, -10.3%
> O=C(CCN1CCN(C/C=C/c2ccccc2)CC1)Nc1ccccc1
    48.0%[activator], -11.0%, -9.4%, -9.7%, ?, -0.6%
> CCOC(=O)N1CCN(C(=O)c2ccc(OC)cc2)CC1
    37.1%, -1.4%, 34.9%[activator], -1.5%, 16.1%, 36.9%[activator]
> CN1CCCN(C(=O)c2cc(=O)[nH]c3ccccc23)c2nc3ccccc3nc21
    -25.1%, -0.5%, ?, -7.3%, -13.3%, 0.5%
> O=C(CCS(=O)(=O)c1cccs1)N1CCCC1
    20.8%, -2.9%, 44.0%[activator], -1.0%, 17.1%, -12.7%
> CCOc1ccc(NC(=O)c2ccc3c(c2)N(Cc2ccc(F)cc2)C(=O)CS3=O)cc1 (centres undefined)
    ?, 0.1%, 10.4µM*, -4.5%, -2.3%&-9.5%, 13.4%
> CCCc1cc(=O)oc2c3c(cc(OCC(=O)NCc4ccncc4)c12)OC(C)(C)CC3
    ?, 3.2%, -33.4%, -4.0%, ?, -23.9%
> COc1ccccc1N1CCN(/N=C/C=C\c2ccccc2[N+](=O)[O-])CC1
    ?, 3.7%, -23.8%, 7.6%, ?, 10.1%

Random excerpt: 3 entries already listed, in no set order.
Values run as follows: Pf growth 96h, LmPK inhibitor, Pf growth 48h, TbPYK inhibitor, HCV inh, Sm TGR block
> CCOc1cc(S(=O)(=O)N(Cc2ccccc2)Cc2ccccc2)c(OCC)cc1-n1cnnn1
    6.57µM*, -2.0%, ?, 3.3%, ., -16.5%
> COc1ccccc1CC(NC(C)=O)C(=O)NC1CCN(C(=O)c2ccc(C)cc2)CC1 (centres undefined)
    ?, 12.0%, 11.3%, -0.8%, 8.3%, -2.0%
> CCOC(=O)C1CCN(c2c(-c3ccccc3)c3cc(Cl)ccc3[nH]c2=O)CC1
    11.1%, 0.6%, 4.2%, -0.8%, 17.5%, 5.4%

New compounds follow:
Values run as follows: Pf growth 96h, LmPK inhibitor, Pf growth 48h, TbPYK inhibitor, HCV inh, Sm TGR block
> CC(C)CCNC(=O)c1cc(S(=O)(=O)N2CCc3ccccc32)cn1C
    1.17µM*, -0.6%, -3.2%, 1.9%, ?, -2.0%
> Cc1ccc(S(=O)(=O)Nc2cc(C(=O)Nc3cc(C)cc(C)c3)ccc2Cl)cc1
    12.5%, 0.8%, 10.1%, -2.7%, 6.8%, 11.3%
> COc1ccc(NC(=S)N(CCCN2CCOCC2)Cc2cn(C)c3ccccc23)cc1
    ?, 0.4%, ?, -9.0%, ?, 3.0%
> Clc1ccc(/C=N/NC(=Nc2ccccc2)c2ccccn2)c(Cl)c1
    -37.6%, 0.9%, 32.9%[activator], 1.3%, -15.5%, -6.5%
> C/C(=N\NC(=O)c1cc(C)nc2ccc(C)cc12)c1ccncc1
    44.0%[activator], 4.0%, 41.5%[activator], 1.5%, -2.6%, -1.1%
> CC(C)(C)CC(=O)Nc1cc2c3c(c1)CCC(=O)N3CCC2
    25.8%, -7.4%, -6.8%, 1.2%, -4.6%, -3.6%
> CCc1ccc(-n2c(SCC(=O)N3CCC(C(=O)O)CC3)nnc2-c2ccncc2)cc1
    0.0%, 1.5%[11.5 µM], 5.6%, -4.3%, 6.4%, 15.4%
> CCOP(=O)(OCC)c1cc(CC)ccc1O
    8.6%, 3.1%, 40.5%[activator], -2.9%, 16.4%, 8.0%
> COc1ccc(NS(=O)(=O)c2cccc(C(=O)NCCc3ccc(S(N)(=O)=O)cc3)c2)cc1
    -29.3%, ., -22.0%, 0.0%, ?, -3.8%
> CC(Oc1ccc(Cl)cc1)C(=O)Nc1ccc(S(=O)(=O)Nc2nccs2)cc1 (centres undefined)
    18.8%, 1.5%, 4.0%, 3.6%, 20.9%, 8.5%
> Cc1ccc(NC(=O)c2ccc(S(=O)(=O)C(F)F)cc2)c(C)c1
    -5.2%, -4.8%, 25.0%, -1.2%, 0.6%, -5.0%
> O=[N+]([O-])c1ccc(N/N=C/c2ccccc2)cc1
    73.4%[activator], 2.3%, 54.8%[activator], -4.4%, -6.9%, 7.7%
> [N-]=[N+]=NC[C@H](Cc1ccccc1)N1CC[C@@H](OCc2ccccc2)CCC1=O
    -14.6%, -2.6%, -13.3%, -1.8%, ., -10.9%
> N/C(Cc1ccccc1Sc1ccccc1)=N\O
    29.1%, -3.1%, -8.2%, -0.4%, 8.2%, -1.1%
> Cc1cc(-c2ccccc2)nc(SCC(=O)c2cccc([N+](=O)[O-])c2)n1
    ?, 2.3%, ?, 0.4%, 12.6µM*, 12.4%
> CC1CCC(NC(=O)CCn2ccc3cc(S(=O)(=O)N4CCCC4)ccc32)CC1 (centres undefined)
    ?, 6.2%, ?, 4.0%, ?, -5.2%
> COCCNC(=O)c1ccccc1NC(=O)C1COc2ccccc2O1 (centres undefined)
    ?, -3.4%, -2.7%, -3.5%, 2.7%, 3.5%
> CCOc1ccc(-c2nc(C#N)c(N3CCN(Cc4ccccc4)CC3)o2)cc1
    -2.9%, 2.6%, ., 1.4%, -29.4%, 0.9%
> CCN(CC)c1ccc(S(=O)(=O)N2CCOCC2)cc1NC(=O)CSc1cccc[n+]1[O-]
    ?, 3.4%, -26.3%, 3.2%, 7.5%, -16.7%
> COc1ccccc1CNC(=O)COC(=O)CC1CC2CCC1C2 (centres undefined)
    -17.0%, ., 3.8%, 0.8%, -2.9%, 1.4%

Some values from the results shown.
`CCOP(=O)(OCC)c1cc(CC)ccc1O` in Pf growth 96h: 8.6%
`COc1ccc(NS(=O)(=O)c2cccc(C(=O)NCCc3ccc(S(N)(=O)=O)cc3)c2)cc1` in TbPYK inhibitor: 0.0%
`CC(C)CCNC(=O)c1cc(S(=O)(=O)N2CCc3ccccc32)cn1C` in Pf growth 96h: 1.17µM*
`Cc1cc(-c2ccccc2)nc(SCC(=O)c2cccc([N+](=O)[O-])c2)n1` in HCV inh: 12.6µM*

The list goes on.
Values run as follows: Pf growth 96h, LmPK inhibitor, Pf growth 48h, TbPYK inhibitor, HCV inh, Sm TGR block
> C=CCN1CCc2cccc3c2[C@H]1Cc1ccc(O)c(O)c1-3
    -45.8%, 1.58µM*, ?, ?, ?, 1.58µM*
> CCOCCCN1CN(Cc2ccco2)CNC1=S
    55.5%[activator], 5.9%, 18.6%, -5.6%, 11.2%, 4.4%
> COC(=O)C(O)(CC(=O)Nc1ccccc1OC)C(F)(F)F (centres undefined)
    2.0%, 2.2%, 4.2%, 5.5%, 19.3%, -17.0%
> O=C(CN1CCCC1)Nc1ccc(Cl)cc1C(F)(F)F
    11.9%, 1.6%, 25.3%, -15.1%, -10.9%, 0.1%
> CCC(=O)c1ccc(OCC(O)CN2CCN(c3ccc(F)cc3)CC2)cc1 (centres undefined)
    83.8%[activator], 0.3%, 4.9%, 0.0%, -22.6%, -2.9%
> O=C(Nc1ncc2c(n1)-c1ccccc1OC2)c1ccc(F)cc1
    -11.3%, -14.6%, ., -15.3%, 9.1%, 0.0%
> CC(=O)c1ccc(-n2nncc2-c2ccc([N+](=O)[O-])cc2)cc1
    ?, 7.2%, 321.8%[activator], 3.3%, 4.0%, -3.2%
> COc1ccc(C(=O)c2ccc(N(C)C)cc2)c2ccccc12
    9.2%, 7.9%, -19.9%, -6.8%, ?, -7.9%
> O=C(Cc1ccc(S(=O)(=O)N2CCCC2)s1)Nc1nc2c(s1)CCCC2
    -1.2%[5.75 µM], 7.7%, ?, -3.8%, -11.7%&-29.4%, -22.7%
> O=C1c2ccccc2C(=O)N1CCC#Cc1ccc2cc(CCO)oc(=O)c2c1
    22.1%, ., 11.6%, -1.5%, 3.4%, -20.9%
> O=C(NN=C1CCCC1)c1ccc(O)cc1
    ?, -8.8%, -5.5%, 0.4%, 2.2%, -4.1%
> O=C(O)/C=C/C(=O)Nc1ccc(OC(F)F)cc1
    8.9%, -6.3%, 0.0%, -5.2%, 1.5%, 3.4%
> CC1(c2ccccc2)CC(C)(C)N(C(=O)CSc2nnc(N)s2)c2ccccc21 (centres undefined)
    5.22µM*, 0.3%, ?, -0.8%, ?, -4.2%
> COc1ccc(C2/C(=C(\O)c3ccc4c(c3)OCCO4)C(=O)C(=O)N2CCCN(C)C)cc1 (centres undefined)
    3.1%, -9.2%, -27.7%, 1.6%, 12.9%, -34.7%
> COc1ccc(C2CC2C(C)=O)cc1 (centres undefined)
    27.3%, -0.3%, -8.3%, 1.4%, 15.9%, -0.8%
> CCOc1[nH]n(-c2ccc(Cl)cc2)c(=O)c1C=Nc1ccc(OC)cc1
    ?, -1.9%, 4.5%, -23.2%, 6.7%, 5.6%

Assay outcomes from PubChem BioAssay.
